dFosB act: activators of mouse delta FosB homodimer; P13346; purified delta FosB, TAMRA-CDK5 oligo fluorescence polarization; percent of positive-control signal above neutral wells; activation, % at 25 µM; actives 0.99% (n = 340,000); AID 493131;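 active = mean activation above about 17%, with every replicate also reaching it, limit read from the data, passing the limit was not always enough; inconclusive = only one of the two conditions met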;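 note: fluorescence polarization rise as delta FosB binds a TAMRA Cdk5 AP-1 oligo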
Target sequence (P13346 whole entry, looked up): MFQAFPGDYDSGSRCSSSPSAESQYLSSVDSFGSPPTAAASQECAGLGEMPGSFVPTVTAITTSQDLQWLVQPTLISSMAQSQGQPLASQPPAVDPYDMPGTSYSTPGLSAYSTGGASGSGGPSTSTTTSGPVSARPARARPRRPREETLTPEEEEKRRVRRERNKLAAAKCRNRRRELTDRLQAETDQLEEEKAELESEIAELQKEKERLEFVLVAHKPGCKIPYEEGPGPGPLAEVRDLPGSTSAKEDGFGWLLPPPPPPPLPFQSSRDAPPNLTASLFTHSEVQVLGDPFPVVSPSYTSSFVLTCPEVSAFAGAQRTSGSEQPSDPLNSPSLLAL
CDK5 p35 inh: inhibitors of human CDK5/p35 kinase | Recombinant CDK5/p35, ADP-Glo luminescence, 60 min | inhibition, % at 10 µM | actives 0.01% (n = 330,000) | Q00535+Q15078;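 active = highest replicate inhibition of at least 50% and at least 75% of replicates reaching 50%; inconclusive = only one of the two criteria met; inactive = both criteria failed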;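 note: plate controls were DMSO neutral control for no effect and GW8510 at 10 µM for full effect; many of its hits are not listed in these tables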
MITF act: activators of MITF-driven TRPM1 promoter activity in SK-MEL-5 cells; SK-MEL-5 TRPM1-promoter luciferase, 24 h; % of positive control, neutral wells = 0; activation, % at 12.5 µM; actives 0.75% (n = 300,000); AID 588334;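 active = mean activation of at least 80% with every replicate also reaching 80%; inconclusive = mean reaches 80% but some replicate falls short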;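 note: 0% = neutral control wells and 100% = parthenolide positive control wells; values of inactives mirror those of a sister screen read the other way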
RTF Ca sens act: cardiac RTF calcium sensitization. P19429+P45379. IANBD-labeled TnC RTF fluorescence at EC20 calcium; 0% EC20 calcium, 100% full calcium. activation, % at 7.2 µM. actives 0.24% (n = 340,000). AID 493008;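 active = activation above the mean over all tested compounds plus 3 SD, cut at about 30% in these data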;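 note: rise in fluorescence read as greater calcium sensitivity of cardiac thin filaments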
CAL PDZ FP-1: blocks peptide binding to human CAL PDZ domain; Q9HD26; purified CAL PDZ, TMR-peptide fluorescence polarization, 1 h; inhibition, % at 20 µM; actives 0.02% (n = 330,000); AID 504414;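 active = highest replicate inhibition of at least 40%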;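 note: plate controls were DMSO neutral control wells for no effect and unlabeled competitor peptide control wells for full effect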
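System: tagged CAL PDZ domain. Schedule: 1 h room-temperature incubation prior to read. Signal: fluorescence polarization (mP). Measure: percent inhibition from loss of millipolarization.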
V-ATPase pHluor: regulators of yeast V-ATPase proton transport | response, % at 10 µM | actives 0.37% (n = 350,000) | AID 504577 | S. cerevisiae, pHLuorin cytosolic pH fluorescence; in the data active = response mostly above about 7.3%, no sharp cut-off; inactive = mostly below about 5.4%; note: actives read high; inactives centre near 0; some compounds called inactive have numbers as strong as hits; reference of the scale not given here
Rtt109 HAT inh: inhibitors of Candida albicans Rtt109/Vps75 histone acetyltransferase | Q5AAJ8 | AID 540336 | actives 0.16% (n = 330,000) | inhibition, % at 34.9 µM | purified Rtt109/Vps75, ThioGlo CoA-SH fluorescence, 4 h;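 active = inhibition of at least 50% in every replicate; inconclusive = best replicate reaches 50% inhibition but some replicates fall short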
Target sequence (Q5AAJ8 whole entry, looked up): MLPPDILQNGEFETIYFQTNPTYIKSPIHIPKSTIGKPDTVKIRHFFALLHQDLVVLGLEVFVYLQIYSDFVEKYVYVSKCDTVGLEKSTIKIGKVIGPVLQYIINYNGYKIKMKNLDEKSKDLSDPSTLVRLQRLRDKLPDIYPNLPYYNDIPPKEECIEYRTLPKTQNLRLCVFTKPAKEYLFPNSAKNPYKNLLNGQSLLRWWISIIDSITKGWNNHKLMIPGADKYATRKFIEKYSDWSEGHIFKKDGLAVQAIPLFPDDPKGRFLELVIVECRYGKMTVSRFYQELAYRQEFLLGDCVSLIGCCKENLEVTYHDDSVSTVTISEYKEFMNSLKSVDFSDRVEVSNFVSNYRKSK
Tat transport: inhibitors of E. coli Tat protein transport; E. coli MC4100 TorA-mCherry Tat export, fluorescence; inhibition, % at 10 µM; actives 0.036% (n = 340,000); AID 488895;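 active = mean replicate inhibition at least 50% and at least half of replicates individually reaching 50%; inconclusive = only one of the two criteria met; inactive = neither criterion met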;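 note: exported cargo escapes ClpAP degradation while cytoplasmic cargo is degraded and loses fluorescence; 0% = median of neutral control wells and 100% = median of NaSCN control wells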
Wnt bcat act: activators of Wnt/beta-catenin signaling; AID 743398; actives 1.2% (n = 300,000); Wnt/beta-catenin reporter cell assay, activator, plate reader; activation, % at 9.35 µM; in the data active = activation above about 30%, passing the limit was not always enough; inconclusive = no clear call, values can overlap the other calls;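 note: 0% = neutral control wells and 100% = positive control wells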
CAL PDZ FP-2: CAL PDZ (human) peptide binding inhibition | inhibition, % at 24.9 µM | Q9HD26 | AID 602252 | actives 0.92% (n = 300,000) | purified CAL PDZ, TMR-peptide fluorescence polarization, 1 h;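 active = mean inhibition of at least 30% with at least half of replicates also reaching 30%; inconclusive = no clear call, values can overlap the other calls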;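 note: 0% = DMSO neutral control and 100% = excess unlabeled competitor peptide PRC23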
Numbers without * were called inactive; ? = inconclusive; . = not tested or not shown.

SMILES,dFosB act,CDK5 p35 inh,MITF act,RTF Ca sens act,CAL PDZ FP-1,V-ATPase pHluor,Rtt109 HAT inh,Tat transport,Wnt bcat act,CAL PDZ FP-2
CC1=C(C(=O)NC(C)CCc2ccccc2)C2(CCC(C)CC2)OC1=O (stereo unspecified),-6,-0.5,-1,-6,-1.9,0,2,4,-2,-1
Cc1nonc1CN(C)C(=O)c1cc(COc2ccc(F)cc2Cl)on1,-5,1.0,34,1,-0.8,1,19,-7,11,-9
O=C(CCNC(=O)Cn1cnc2ccccc2c1=O)NCC1CCCO1 (stereo unspecified),-2,-1.3,-13,-3,0.4,-2,-10,-4,15,-3
Cc1c(C#N)c(O)[nH]c(=O)c1N=Nc1ccc(Br)cc1C(=O)O,-4,0.8,-7,0,5.7,2,6,3,0,-14
CCc1ccccc1NNC(=O)c1snnc1C,-11,-5.0,.,.,0.5,0,7,-7,-7,.
COc1ccc(O)c(C(=O)/C=C/c2cc3ccccc3o2)c1,-2,-0.3,-1,-10,-0.5,-7,14,-3,1,-5
CCc1c(C)nc(N2CCN(Cc3ccc4c(c3)OCO4)CC2)[nH]c1=O,-7,2.2,-15,-4,-0.2,0,4,-3,0,-2
Clc1ccc(OCc2nc(-c3ccncc3)no2)c(Br)c1,-11,-1.1,70,-2,-0.4,-1,16,6,?,.
NC(=O)c1ccc(N2CCNC(=O)C2)c([N+](=O)[O-])c1,1,-2.3,9,-5,-1.2,1,-1,0,-1,-1
COc1ccc(C/C(=N\O)c2ccc(OC)cc2)cc1,2,1.0,23,4,-2.2,1,7,3,13,0
CCOC(=O)c1nc2cc3n(c(CC(C)C)c-2c1C)CC(C)=C3C,-18,-0.8,.,18,-3.2,-1,12,-2,-4,-3
COc1ccccc1N1CCN(CCCn2c(=S)[nH]c3ccccc3c2=O)CC1,-3,1.1,-7,3,-0.4,-1,-1,2,-1,0
COc1ccc(Cl)cc1C(=O)OCC(=O)N(CC(C)C)c1c(N)n(Cc2ccccc2)c(=O)[nH]c1=O,4,-1.0,-8,2,-0.1,-2,6,-8,-3,-1
C=CCNC(=O)/C(C#N)=C/c1c(N2CCN(c3ccccc3)CC2)nc2c(C)cccn2c1=O,6,0.4,-13,2,1.2,-4,-7,-5,1,.
CCc1ccc2c(c1)[C@H]1OCC[C@H]1[C@@H](c1cccs1)N2,6,0.4,5,8,-1.1,7,2,-4,.,-3
COc1cc2cc(CCCOC(=O)c3ccc(C(F)(F)F)cc3)oc(=O)c2cc1OC,1,-10,21,3,-0.5,1,0,10,-4,-2
C#CCOCCOCCOCCNc1nc(N2CCN(C(=O)C([C@@H](C)O)n3cc([C@@H](N)CCCCN)nn3)CC2)nc(N2CCN(C(=O)[C@H](CC(N)=O)n3cc(C(N)[C@@H](C)CC)nn3)CC2)n1 (stereo partly specified),-9,-0.9,-4,-4,-0.8,0,8,-2,-2,-1
O=C(COC(=O)Cc1ccccc1F)NNC(=O)c1ccc(Cl)cc1,-3,-7.4,9,0,-2.9,1,-2,0,3,-1
CC(=O)NC1=NN(C(C)=O)C(c2cccs2)S1 (stereo unspecified),1,0.8,-4,4,-2.3,-1,-2,-5,-3,-1
CCn1cc(C(=O)N2CCCC(N3CCN(c4ccccc4C)CC3)C2)cn1 (stereo unspecified),-9,1.7,3,1,-1.4,-3,-4,3,-1,-7
CC(C)NC(=O)CCCc1c[nH]c2ccccc12,-3,1.6,-7,-8,0.2,0,-13,-4,-1,.
COc1ccc(S(=O)(=O)NC(C)C(=O)O)cc1 (stereo unspecified),5,-1.9,7,-7,0.4,-3,-1,-10,-3,-3
O=C(O)CC(c1ccccc1)n1cnnn1 (stereo unspecified),-6,0.6,-1,-2,-1.3,1,7,-3,.,3
CN(CC(=O)Nc1ccc(Cl)c(C(F)(F)F)c1)C(=O)CCN1C(=O)C2CC=CCC2C1=O (stereo unspecified),-1,-0.3,-3,-4,-2.2,2,-3,-3,1,-3
CCN(CCNC(=O)C1CCN(S(C)(=O)=O)CC1)c1ccccc1,-7,-1.1,-2,1,-3.1,3,29,-8,-1,2
COc1cc2ccccc2cc1C(=O)OCC(=O)c1c(N)n(C)c(=O)n(C)c1=O,-15,-0.4,18,-10,-2.6,5,5,-17,-2,-3
COc1ccc(NC(=O)CN(c2ccc(OC)c(Cl)c2)S(=O)(=O)c2ccccc2)cc1,-6,1.5,.,8,-0.5,-4,-3,2,-2,-1
O=C(Nc1ccc2c(c1)OCCO2)c1cc(-n2cnnc2)ccc1Cl,-3,-0.2,11,2,-0.7,3,3,-4,1,-1
O=C(NC(=S)NC1CCCCC1)c1ccccc1,-4,1.2,53,9,-2.4,-4,10,7,17,-6
CC1Oc2ccccc2C=C1/C=N/NC(=O)c1ccccc1 (stereo unspecified),-1,0.0,89*,-3,-7.4,-1,2,0,37*,-5
Cn1c(=O)c2c(SCc3ccccc3)nc(C3CC3)nc2n(C)c1=O,-11,0.4,4,3,-1.6,-3,4,3,-1,-4
O=C(NCc1ccccn1)c1cccc(NS(=O)(=O)c2cccc(F)c2)c1,4,-0.1,-6,-3,-0.9,-1,4,15,0,.
S=C1N(c2ccccc2)C(c2cccc3ccccc23)N2CCCN12 (stereo unspecified),-1,1.3,-2,1,-2.3,0,12,-1,.,-2
CC(C)OCCCNC(=O)c1ccc2c(c1)S(=O)(=O)c1ccccc1C2=O,-3,1.1,-8,-1,-2.3,2,4,5,0,-3
Cn1c(N2CCC(C(N)=O)CC2)nc2c1c(=O)n(Cc1ccc(Br)cc1)c(=O)n2C,-6,-8.3,-3,-4,-0.5,-2,0,14,-11,-3
CCOC(=O)Nc1sc(C)c(C)c1C(N)=O,0,0.3,7,-2,0.4,3,1,-6,-1,-3
O=C(O)COc1ccc(/C=N/n2cnc3scc(-c4cccs4)c3c2=O)cc1,-4,-0.8,5,9,-0.8,-2,4,-3,.,-5
NS(=O)(=O)c1ccc(CNC(=O)CSc2nc3ccc(Cl)cc3[nH]2)cc1,2,-0.4,-3,3,-1.2,4,-2,-4,-2,4
CCSc1nc(-c2cccs2)nc2ccccc12,-6,-0.3,-10,4,-0.6,-1,-1,5,-1,7
C[C@@H](NC(=O)c1nc[nH]c1C(=O)N1CCN(c2ccccc2)CC1)c1ccccc1,2,1.1,4,-1,-0.1,0,-5,16,-2,1
CN(Cc1c(C(=O)N2CCc3ccccc3C2)nc2ccc(Cl)cn12)C(C1CC1)C1CC1,-3,0.3,4,2,0.2,-2,9,-5,2,.
Cc1cc(NC(=O)CSc2nc3c(sc4ccccc43)c(=O)n2CCc2ccccc2)n[nH]1,1,-0.7,.,0,-4.4,-3,2,-2,.,-3
CCN(CC)S(=O)(=O)c1ccc(OC)c(NS(=O)(=O)Cc2ccccc2)c1,3,-2.1,.,-4,-0.4,-1,-7,-2,1,-5
CSCCC(NS(=O)(=O)c1ccc2c(c1)oc(=O)n2C)C(=O)NCc1ccc(C)cc1 (stereo unspecified),2,1.3,3,0,-2.3,7,23,0,-2,-5
COc1ccc(/C=C/C(=O)NC(=S)NNC(=O)c2cc(OC)c(OC)c(OC)c2)cc1,-2,-0.6,-11,5,-0.6,0,9,-4,-3,.
O=C(CN1C(=O)CCSc2ccc(S(=O)(=O)N3CCOCC3)cc21)Nc1ccccc1Cl,-4,1.4,-4,-1,-0.7,1,11,2,-1,5
C=CCn1c(SCC(=O)Nc2ccc3c(c2)CCC3)nnc1-c1cccs1,-8,2.2,5,-5,-1.8,-1,-9,7,-1,1
CCOc1ccc(NC(=O)CN(c2ccc(OC)c(OC)c2)S(=O)(=O)c2ccc(C)cc2)cc1,7,-1.2,.,1,1.0,1,-7,-2,0,-5
O=C(CN1CCN(c2ccccc2Cl)CC1)NC1CCCc2ccccc21 (stereo unspecified),-10,-0.9,0,-8,-2.0,0,1,7,.,-2
O=C(Nc1cccc(C(=O)Nc2ccc(Br)cc2)c1)c1ccccc1,0,-0.3,.,3,-0.1,3,0,-2,9,-7

Next part
SMILES,dFosB act,CDK5 p35 inh,MITF act,RTF Ca sens act,CAL PDZ FP-1,V-ATPase pHluor,Rtt109 HAT inh,Tat transport,Wnt bcat act,CAL PDZ FP-2
COCCNC(=O)c1cccc(OC2CCN(C(C)COc3ccccc3)CC2)c1 (stereo unspecified),-10,-1.1,.,-4,-1.1,3,2,-1,-1,27
O=C(Nc1ccc(F)cc1)c1cccc(N2C(=O)C3C4C=CC(C5CC45)C3C2=O)c1 (stereo unspecified),-10,0.1,-5,-3,-1.2,0,16,2,1,.
COCCCNc1nc(N)c([N+](=O)[O-])c(Nc2ccccc2OC)n1,-3,0.9,.,.,-2.3,7,-1,-7,5,.
COCC(C)n1c(C)cc(C(=O)CN2c3cccc4cccc(c34)S2(=O)=O)c1C (stereo unspecified),0,0.8,-1,-2,-1.0,0,19,0,-5,-8
COc1ccc(C(=O)NC(=S)Nc2ccc(CN3CCOCC3)cc2)cc1Br,-4,-0.3,2,-1,-2.5,3,12,-5,-2,0
CC(C)n1ncc2c(C(=O)NCC(=O)Nc3ccccc3Br)cc(C3CC3)nc21,-17,-2.2,-7,-3,-0.2,2,4,-1,.,46*
O=C(NCc1ccco1)C(Cc1ccccc1)N1C(=O)c2ccccc2C1=O (stereo unspecified),-7,1.7,.,5,-0.6,0,-4,3,0,.
COc1ccc(Cl)cc1NC(=O)COC(=O)Cc1cc(OC)c(OC)c(OC)c1,2,0.6,1,-7,-0.1,-3,-4,0,-2,.
CCOc1cc(S(=O)(=O)NCc2cccs2)ccc1Cl,1,0.7,5,-5,-1.2,0,4,2,-5,0
Cc1ccc(C(=O)OCC(=O)NC2CCCCC2)cc1S(=O)(=O)N1CCCCC1,-9,0.1,-6,-4,0.2,0,-5,-7,-5,-4
COc1nc(-c2ccccc2Cl)ccc1C#N,7,0.6,-2,-8,-0.8,-4,-9,-3,.,.
CCN(CC)C(=O)[C@H]1CC(CC(=O)NCCCN(C)C)C(=O)N2CCc3c([nH]c4ccc(OC)cc34)[C@]12C (stereo partly specified),-4,1.6,10,-1,1.1,1,-17,1,-2,-3
CC(NC(=O)c1ccc([N+](=O)[O-])cc1Cl)C1CC2CCC1C2 (stereo unspecified),-11,-0.2,-1,-4,-1.6,0,0,2,-2,-3
O=C1OC(c2ccccc2)C2(CCCC2)C(=O)C12CCCC2 (stereo unspecified),-2,-0.7,.,2,-3.3,-3,.,3,.,-6

Source: PubChem (several laboratories)
